Screens as filed in PubChem.
ST2 inh: blocks human ST2 binding to IL-33. inhibition, % for hits at 17 µM. AID 1259354. AlphaLISA ST2-Fc/biotin-IL-33 interaction, 1 h. 2.3% of 78,000 active; in the data active = inhibition above about 30%; inconclusive = mostly about 10% to 28%
Target sequence (Q01638 whole entry, looked up): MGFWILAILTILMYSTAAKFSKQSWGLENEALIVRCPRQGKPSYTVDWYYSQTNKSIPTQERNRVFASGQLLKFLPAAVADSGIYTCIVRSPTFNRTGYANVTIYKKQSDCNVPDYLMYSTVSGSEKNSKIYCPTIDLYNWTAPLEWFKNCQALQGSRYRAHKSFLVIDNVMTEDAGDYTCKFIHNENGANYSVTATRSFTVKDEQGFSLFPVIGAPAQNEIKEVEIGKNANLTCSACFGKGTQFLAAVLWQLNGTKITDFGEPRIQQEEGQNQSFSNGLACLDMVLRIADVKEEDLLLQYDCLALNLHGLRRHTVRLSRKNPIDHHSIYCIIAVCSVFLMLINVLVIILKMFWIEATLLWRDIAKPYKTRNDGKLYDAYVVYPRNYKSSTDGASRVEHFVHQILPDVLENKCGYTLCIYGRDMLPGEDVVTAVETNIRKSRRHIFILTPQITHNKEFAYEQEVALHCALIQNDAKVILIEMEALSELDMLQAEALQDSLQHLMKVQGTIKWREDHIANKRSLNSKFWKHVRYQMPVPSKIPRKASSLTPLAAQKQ
* marks the source's active call; other numbers are inactive results; i = inactive; ? = inconclusive. These rows are one share of the data, so the mix of outcomes need not match the whole.

SMILES	ST2 inh
COC(=O)c1c(NC(=O)c2cccc(C(F)(F)F)c2)sc2c1CCN(C)C2	?
CCCCNc1nc2c(c(=O)n(C)c(=O)n2C)n1Cc1cccc(Cl)c1	i
Nc1ccc2oc(-c3ccc(Cl)c(Cl)c3)nc2c1	?
Cc1cccc(C(=O)N2CCN(C(=O)c3cccc(C)c3)CC2)c1	i
O=C(NCc1cccnc1)c1ccc([N+](=O)[O-])o1	i
CC(C)=C1[C@H]2CC[C@@H]1[C@@H]1C(=O)N(c3sc4c(c3C(N)=O)CCCCC4)C(=O)[C@@H]12	i
Cc1cc(CNC(=O)c2cnn(-c3nccc(-c4cc(C)sc4C)n3)c2C)on1	30%*
CCOC(=O)c1sc2nc(C)nc(Nc3ccc(C)c(F)c3)c2c1C	i
CCN(C(=O)c1ccc(C)c([N+](=O)[O-])c1)c1ccccc1C	i
CC(c1nnc(SCC(=O)O)n1-c1ccccc1)n1ccnc1 (stereo unspecified)	31%*
CC(=O)NC(CC(=O)c1ccc(Cl)cc1Cl)C(Cl)(Cl)Cl (stereo unspecified)	i
O=C(CCc1c[nH]c2ccccc12)N1CCC(CO)(Cc2cccc(C(F)(F)F)c2)CC1	i
C=CCC(CC=C)(NS(=O)(=O)c1ccc(NC(C)=O)cc1)c1ccccc1	i
COc1ccc(N2CCCS2(=O)=O)cc1NC(=O)c1cccc(OC)c1OC	i
COc1ccc(-n2nc3cc(C)c(NC(=O)COc4ccc(Cl)cc4)cc3n2)cc1	i
COc1cc2c(cc1OC)C(c1ccccc1)=NC1(CCCC1)C2	?
O=C(c1cncc(N2CC[C@@H](c3ccc4c(c3)OCO4)[C@H](O)C2)n1)N1CCCC1	?
COc1ccc2nc3oc(C(=O)Nc4cc(OC)c(OC)c(OC)c4)cc3cc2c1	i
CC(C)(C)c1ccc(S(=O)(=O)c2ccccc2)cc1	i
O=C(NC(Nc1ccccc1F)C(Cl)(Cl)Cl)c1ccco1 (stereo unspecified)	i
O=C(O)c1cc(-c2cccnc2)cc(S(=O)(=O)N2CCOCC2)c1	?
O=C(Nc1ccc(Br)cc1)c1ccc(NS(=O)(=O)c2cccs2)cc1	?
Cc1cccc(CN(CC(C)O)CC(C)O)c1 (stereo unspecified)	i
COC(=O)c1c(NC(=O)COc2ccc(F)cc2F)sc(C)c1C	i
Cc1ccc(-c2nnc(-c3nc(NCCc4c(C)noc4C)c4ccccc4n3)o2)cc1	i
COc1ccc(-c2sc(C)nc2C)c(OC)c1OC	i
O=C(CCS(=O)(=O)c1cccs1)Nc1ccc(C(=O)Nc2ccc(Cl)cc2)cc1	i
CC(C)NC(=O)C1(O)c2ccccc2NC(=O)N1c1ccc(Cl)c(Cl)c1 (stereo unspecified)	i
CC1CC(C)CN(C(=O)c2cccs2)C1 (stereo unspecified)	i
CCC1CCCCN1CCCNC(=O)C1CCN(S(C)(=O)=O)CC1 (stereo unspecified)	i
CCCOC(=O)C1C2C=CC3(CN(C(C)c4ccc(OC)cc4)C(=O)C13)O2 (stereo unspecified)	i
CCCCN(C)S(=O)(=O)c1ccc2c(c1)c(=O)n(C)c(=O)n2C	i
Cc1nn(S(=O)(=O)c2ccc(F)cc2)c(C)c1Sc1ccc([N+](=O)[O-])cc1	i
COc1ccc(-c2cc(C(F)(F)F)nc(S(C)(=O)=O)n2)cc1OC	i
Cc1c(Cl)c([N+](=O)[O-])nn1CCCC(=O)Nc1sc2c(c1C#N)CCC2	i
O=C(/C=C/c1ccc(Cl)cc1Cl)Nc1cc2cccc([N+](=O)[O-])c2oc1=O	?
CCOC(=O)CNC(=O)CN1C(=O)CCSc2ccccc21	i
COc1ccc2c(c1OC)C(=O)OC2Nc1ccc(F)cc1 (stereo unspecified)	i
CCc1cc(N2CCN(Cc3ncnn3CC)CC2)nc(N2CCCC2)n1	i
COCC1(C(=O)N2CCC(c3nc4c(C)cccc4[nH]3)CC2)CCC1	?
CC(C)C1CN(C(=O)CN2CCCC2)CCC(=O)N1CC1CC1 (stereo unspecified)	i
COC(=O)c1cc(NC(=O)c2oc(=O)c3ccccc3c2-c2ccccc2)cc(C(=O)OC)c1	i
Cc1nc2c(C(=O)N3CCc4ccccc4C3)c[nH]n2c(=O)c1Cc1ccc(F)cc1Cl	i
Cc1nn(C)c(C)c1CNC(=O)CN1C(=O)C2CCCCN2c2ccc(S(=O)(=O)N(C)C)cc21 (stereo unspecified)	i
c1ccc(-c2ccc(CN3CCSCC3)cc2)cc1	i

Among those listed so far, 3 contain a CF3 group:
SMILES	ST2 inh
COC(=O)c1c(NC(=O)c2cccc(C(F)(F)F)c2)sc2c1CCN(C)C2	?
O=C(CCc1c[nH]c2ccccc12)N1CCC(CO)(Cc2cccc(C(F)(F)F)c2)CC1	i
COc1ccc(-c2cc(C(F)(F)F)nc(S(C)(=O)=O)n2)cc1OC	i

Next results:
SMILES	ST2 inh
N#Cc1c(N)nc2c(c1-c1ccco1)CCCC2	?
CCCC(C)NC(=O)c1cccc(I)c1 (stereo unspecified)	i
CN(Cc1ncccc1C(=O)O)Cc1nc2ccccc2n1C	i
c1cncc(CNc2cc(-c3ccc4c(c3)OCO4)c3cc[nH]c3n2)c1	?
Cc1ccccc1NC(=O)c1ccc(=O)n(Cc2cccc(F)c2)c1	i
c1ccc2c(-n3cnnc3C3CCC3)cccc2c1	i
COC(=O)[C@H]1C[C@@H](O)CCN1C(=O)c1cc(C)c(-c2ccccc2)s1	i
CCOc1ccccc1N1CCN(C(=O)C2CCCCC2C(=O)O)CC1 (stereo unspecified)	i
Cc1ccc(NC(=O)COc2ccc([N+](=O)[O-])cc2)cc1C	i
CCCN(CCC)C(=O)c1sc2nc(C)nc(N3CCN(c4ccccn4)CC3)c2c1C	?
COc1ccc(/C=C(/C#N)c2nc(-c3ccc(Br)cc3)cs2)cc1OC	?
Cc1ccc(C2(O)CCN(Cc3nc(-c4cccnc4)no3)CC2)nc1	i
O=C(NCCN1CCCCCC1)c1cccn1-c1nnc(N2CCCCC2)s1	i
CN(C)S(=O)(=O)c1ccc2c(c1)C(=O)c1cc(S(=O)(=O)N(C)C)ccc1-2	?
COc1ccc(CN[C@H]2C[C@@H](c3nc(-c4ccc(OC)cc4)no3)N(C)C2)cc1	i
CCc1ccc(-c2ccc(Br)cc2)nc1	i
NC(=O)C1CCCN(CCn2cnc(-c3ccccc3)c2-c2ncc[nH]2)C1 (stereo unspecified)	i
O=C(NCCCN1CCOCC1)c1nn2c(c1Cl)NC(c1ccco1)CC2C(F)(F)F (stereo unspecified)	i
CSc1nc(-c2ccccc2)nc2c1CCCC2	i
Cc1ccc(S(=O)(=O)Nc2cccc(C(=O)CC3(O)C(=O)Nc4ccccc43)c2)cc1 (stereo unspecified)	i
Cc1c(C(=O)N2CCCC3(CC2)CN(C)C(=O)O3)n(C)c2c(C)cccc12 (stereo unspecified)	i
C=CCc1cc(/C=C2\C(=O)NC(=O)N(c3ccc(OC)cc3)C2=O)cc(OC)c1O	i
COCC(=O)Nc1cccc(-c2ccc(F)c(CO)c2)c1	i
O=C(CCC1CCN(C(=O)c2ccsc2)CC1)NC1CC1	i
CCN(c1ccc(C)c(C)c1)S(=O)(=O)c1c(C)[nH]c(=O)[nH]c1=O	i
CC(C)N(C(=O)Cn1c(Cl)nc2c1c(=O)n(C)c(=O)n2C)c1ccccc1	i
COc1cc(NC(=O)C(C)Oc2ccccc2)c(Cl)cc1NC(=O)c1ccc(Cl)cc1 (stereo unspecified)	i
Cc1cc(C)cc(OCCN2CCCC2)c1	?
CC(=O)Nc1ccc(S(=O)(=O)N[C@H]2CO[C@H]3[C@@H]2OC[C@@H]3n2nnnc2Oc2ccccc2)cc1	?
CCOC(=O)c1c(C)oc2c(Cl)cc(NS(=O)(=O)c3ccc(Br)cc3)cc12	i

Four entries from above, as a markdown table:
| SMILES | ST2 inh |
| --- | --- |
| Cc1ccc(S(=O)(=O)Nc2cccc(C(=O)CC3(O)C(=O)Nc4ccccc43)c2)cc1 (stereo unspecified) | i |
| Cc1c(C(=O)N2CCCC3(CC2)CN(C)C(=O)O3)n(C)c2c(C)cccc12 (stereo unspecified) | i |
| C=CCc1cc(/C=C2\C(=O)NC(=O)N(c3ccc(OC)cc3)C2=O)cc(OC)c1O | i |
| COCC(=O)Nc1cccc(-c2ccc(F)c(CO)c2)c1 | i |

Further results:
SMILES	ST2 inh
CC(=O)Nc1ccc(O)c(C(=O)N2CCC3(CCOCC3)CC2)c1	i
CC(=O)N=C1S/C(=C\c2cccc(F)c2)C(=O)N1c1ccc(C)c(C)c1	?
Cc1nc2nc(-c3ccccc3)nn2c(Sc2ccccc2NC(=O)Nc2ccc(F)cc2)c1C	?
COc1ccc(NS(=O)(=O)c2cccc3cccnc23)cc1Cl	?
CC1CCN(Cc2nnnn2CC(=O)N2CCCC(C(=O)c3cccnc3)C2)CC1 (stereo unspecified)	?
CC1CCC(NC(=O)C2(C)CCC(=O)N2Cc2ccc(F)cc2)CC1 (stereo unspecified)	i
COc1ccc(NC(=O)N[C@H]2[C@H](O)[C@@H](N3CCN(C)CC3)[C@@H]3OC[C@H]2O3)cc1	?
COc1ccc(Nc2cc(C)nc(N3CCN(S(C)(=O)=O)CC3)n2)cc1	?
COc1ccc(N2CCN(C(=O)Nc3ccccc3Cl)CC2)cc1	i
CCOc1ccc2nc(C)cc(Nc3ccccc3OC)c2c1	i
CCN(CC)C(=O)C[C@@H]1CCNC[C@@H]1Cc1cc(-c2ccc(C(C)(C)C)cc2)on1	i
COc1cccc(CC2=NOC(C(=O)NCc3cccc(F)c3F)C2)c1 (stereo unspecified)	i
CCC(=O)N1CCc2cc(Br)cc(S(=O)(=O)NCCCN(CC)CC)c21	i
CN(C)c1ccc(NC(=O)N2CCOC(c3ccc(Cl)cc3)C2)cc1 (stereo unspecified)	?
COCC(NC(=O)c1sc(C)nc1C)c1ccnn1C (stereo unspecified)	i

A different layout for some results above:
mol | ST2 inh
COc1ccc(NC(=O)N[C@H]2[C@H](O)[C@@H](N3CCN(C)CC3)[C@@H]3OC[C@H]2O3)cc1 | ?
COc1ccc(Nc2cc(C)nc(N3CCN(S(C)(=O)=O)CC3)n2)cc1 | ?
COc1ccc(N2CCN(C(=O)Nc3ccccc3Cl)CC2)cc1 | i
CCOc1ccc2nc(C)cc(Nc3ccccc3OC)c2c1 | i
CCN(CC)C(=O)C[C@@H]1CCNC[C@@H]1Cc1cc(-c2ccc(C(C)(C)C)cc2)on1 | i
COc1cccc(CC2=NOC(C(=O)NCc3cccc(F)c3F)C2)c1 (stereo unspecified) | i

Later entries
SMILES	ST2 inh
COCCN1C(=O)CC(CC(=O)N2CCCC(c3nc4ccccc4[nH]3)C2)(c2ccccc2F)C1=O (stereo unspecified)	i
Cc1c(Cl)c(C(=O)N2CCC(O)(CN(C)C)C2)nn1C (stereo unspecified)	i
O=C(COc1nsnc1N1CCCCC1)Nc1ccc(Br)cc1	?
c1ccc(Cc2nc(C3CCCN(Cc4ccco4)C3)n[nH]2)cc1 (stereo unspecified)	i
CSc1nc2ccc(NC(=O)c3ccccc3F)cc2s1	i
Cc1ccc(Nc2c(-c3ccco3)nc3ccccn23)cc1	?
Cc1cc(C)n(Cc2ccc(C(=O)NCCC3=CCCCC3)o2)n1	i
Cc1nn(-c2ccc(F)cc2)c(C)c1CN1CCCC(N2CCOCC2)C1 (stereo unspecified)	i
O=C(CSc1nc(O)cc(=O)[nH]1)N1CCOCC1	i
CC[C@H]1CN(C(=O)NC(C)C)CC[C@H]1CC(=O)N(C)CCC#N	i
Cc1cnc(CNC(=O)c2cccc(NCc3ccccn3)c2C)cn1	i
Cc1ccc(N=Cc2c(C)[nH]n(-c3ccccc3)c2=O)cc1	?
COc1ccc(Br)cc1C1SCCN1S(=O)(=O)c1ccc(F)cc1 (stereo unspecified)	i
Cn1c(O)c(C2=c3cc(Br)ccc3=NC2=O)sc1=Nc1ccc(Cl)cc1	?
O=C(Nc1ccccc1F)c1cccc([N+](=O)[O-])c1C(=O)O	i
O=C(NC1CCCc2ccccc21)C1CCN(S(=O)(=O)c2cccs2)CC1 (stereo unspecified)	i
C[C@@H]1C(=O)O[C@H]2[C@H]1CC[C@@]1(C)Cc3sc(Nc4ccc(C(=O)O)cc4)nc3[C@@H](C)[C@H]21	85%*
COc1cccc(N(CC(=O)N2CCC(Cc3ccccc3)CC2)S(C)(=O)=O)c1	?
COc1ccc(CCN2CC(NC(=O)NC3CCCCC3)CC2=O)cc1 (stereo unspecified)	i
CC(=O)c1cn(CC(=O)Nc2cnc3n2CCCC3)c2ccccc12	?
Cc1nc2ccccn2c1-c1csc(NCc2ccccc2)n1	i
COc1ccc(Oc2coc3c(CN4CCCCCC4)c(O)ccc3c2=O)cc1	?
Cc1ccccc1Cc1c(C)nc2nc(SCC(=O)N3CCCC3)nn2c1C	i
O=C(c1c[nH]c2ccc(S(=O)(=O)Nc3ccccc3F)cc2c1=O)N1CCCC1	i
CC(C)c1ccc(CN2CCCN(C)CC2)cc1	?
Cc1cccc(CSc2nnc3sc4ccccc4n23)c1	i
CN(Cc1ccccc1)C1CC(=O)N(c2ccc(F)cc2)C1=O (stereo unspecified)	i
O=C(O)C(CO)NS(=O)(=O)Cc1ccccc1 (stereo unspecified)	i
Cc1ccc(C#N)c(SCc2ccccc2F)n1	i
Cc1ccc(NS(=O)(=O)c2ccc(NC(=O)c3ccc(CN4CCOCC4)cc3)cc2)c(C)c1	i
Cc1cc(C)n(C)c(=O)c1C(=O)N1CCCC(CCc2ccc(F)c(F)c2)C1 (stereo unspecified)	i
CCCc1ccc(Oc2c(C)oc3c(C)c(O)ccc3c2=O)cc1	i
CCN1CCN(C(=O)C2c3cc(OC)c(OC)cc3C(=O)N(C)C2c2ccccc2F)CC1 (stereo unspecified)	?
CCn1cc(CC(=O)NCCc2ccc(OC)c(OC)c2)c2ccccc21	i
COc1cccc(OC)c1C(=O)N=c1sc2ccccc2n1C	?
c1ccc2c(c1)Nc1ccc3ccccc3c1S2	39%*
COc1ccc(C2C(C(N)=O)=C(C)Nc3nc(SCc4ccccc4)nn32)cc1 (stereo unspecified)	i
CCC(C(=O)Nc1nnc(Cc2ccccc2F)s1)c1ccccc1 (stereo unspecified)	i
Cc1ccc2nccc(C(=O)N3CCCC(Nc4ccc(C)c(C)c4)C3)c2c1 (stereo unspecified)	?
Cc1ccc(C)n1CCN1CCN(CC(=O)Nc2ccc(F)cc2F)CC1	i
